PAX8 inh HTS = inhibitors of PAX8 transcriptional activity in RMG-I cells | RMG-I TPO-luciferase reporter, SteadyGlo, 24 h | actives 1.2% (n = 360,000) | inhibition, % at 12.6 µM;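 active = mean replicate inhibition at least 60% with every replicate also reaching 60%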;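 also: luciferase light reporting Pax8 driven TPO promoter activity; plate controls were median of neutral control wells for no effect and mitoxantrone controls for full effect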
ERp5 block = inhibitors of human ERp5 | Q15084 | ERp5 insulin aggregation, absorbance 650 nm, 90 min | inhibition, % at 9.99 µM | actives 0.05% (n = 350,000) | AID 651711;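 active = mean replicate inhibition above about 25%, with every replicate also reaching it, limit read from the data, passing the limit was not always enough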
Target sequence (Q15084 whole entry, looked up): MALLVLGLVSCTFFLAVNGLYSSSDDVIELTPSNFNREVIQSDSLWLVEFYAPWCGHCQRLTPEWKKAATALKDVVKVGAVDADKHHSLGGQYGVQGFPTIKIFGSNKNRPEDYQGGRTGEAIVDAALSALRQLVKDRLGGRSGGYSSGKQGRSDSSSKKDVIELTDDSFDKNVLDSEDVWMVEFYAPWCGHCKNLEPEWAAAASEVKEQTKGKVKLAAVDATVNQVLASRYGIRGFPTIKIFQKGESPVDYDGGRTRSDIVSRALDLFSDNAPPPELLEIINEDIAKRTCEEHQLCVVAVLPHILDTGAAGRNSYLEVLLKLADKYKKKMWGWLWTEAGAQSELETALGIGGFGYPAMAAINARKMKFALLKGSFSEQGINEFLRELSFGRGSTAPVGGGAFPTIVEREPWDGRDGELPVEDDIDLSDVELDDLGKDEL
ARNT-TACC3 inh = ARNT/TACC3 interaction disruption; actives 0.66% (n = 390,000); Q9Y6A5; AID 623870; AlphaScreen His-ARNT PAS-B/GST-TACC3 binding, luminescence; TACC3 fragment carries E629A point mutation; inhibition, % at 9.99 µM;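 active = mean inhibition of replicates at least 50% and at least half of replicates each reaching 50%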;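 also: 0% = complete ARNT plus TACC3 wells and 100% = ARNT alone without TACC3; many hits fall short of the cut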
An asterisk follows results filed as active; · = no result given.

Values in the order – PAX8 inh HTS, ERp5 block, ARNT-TACC3 inh
(1) COc1ccc(-c2[nH]ncc2/C=C(\C#N)C(=O)NC2CC2)cc1
→ ·, ·, -6
(2) C/C(=N\NC(=O)C(C)Sc1ccccc1)C(C)(C)C (stereo not drawn)
→ ·, ·, -3
(3) CC(NC(=O)OCc1ccccc1)C(=O)OCN1C(=O)c2ccccc2C1=O (stereo not drawn)
→ ·, ·, -3
(4) Cc1cc(NS(=O)(=O)Cc2ccccc2)no1
→ ·, ·, -3
(5) Nc1c(NCc2ccccc2)c2ccccc2oc1=O
→ ·, ·, 5
(6) CC(=O)c1cc(C#N)c(Oc2ccc(F)cc2)nc1C
→ ·, ·, 0
(7) COc1ccc(CCNC(=O)CCSc2nc(-c3ccco3)cc(C(F)(F)F)n2)cc1OC
→ ·, ·, -7
(8) O=C1CC(Nc2ccc(N3CCOCC3)cc2)C(=O)N1c1cccc(C(F)(F)F)c1 (stereo not drawn)
→ ·, ·, 5
(9) O=C1c2ccccc2C2=Nc3ccccc3SC(c3ccccc3F)C12 (stereo not drawn)
→ ·, ·, 8
(10) O=c1[nH][nH]c(C(F)(F)F)c1C=Nc1ccc(Cl)cc1
→ ·, ·, -6
(11) COCCN1CCN(c2c3c(nc4cc(-c5cccc(F)c5)nn24)CCC3)CC1
→ ·, ·, -3
(12) CCOc1ccc(OCCn2c(S(=O)(=O)O)nc3c(N)ncnc32)cc1
→ ·, ·, 3
(13) N#Cc1c(NCCCO)nc(NCc2ccccc2)c2c1CCN(Cc1ccccc1)C2
→ ·, ·, -4
(14) CCOC(=O)C1=C(C)N=C2SC(C)C(=O)N2C1/C=C/c1ccccc1OC (stereo not drawn)
→ ·, ·, 1
(15) O=C(CCl)N1N=C(c2ccco2)CC1c1cccs1 (stereo not drawn)
→ ·, ·, -36
(16) COC(=O)C1=C(N)Oc2cc(C)n(CC3CCCO3)c(=O)c2C1c1ccccc1OC (stereo not drawn)
→ ·, ·, -6
(17) Cc1ccc(C)c(NC(=S)NC(NC(=O)Cc2cccc3ccccc23)C(Cl)(Cl)Cl)c1 (stereo not drawn)
→ ·, ·, 3
(18) Cc1cccc(/N=C/c2c(O)ccc3oc4c(c23)CCCC4)n1
→ ·, ·, 0
(19) CCOc1ccc(S(=O)(=O)NCc2csc(C)n2)cc1
→ ·, ·, 0
(20) CC1CCCCC12NC(=O)N(CC(=O)NC(=O)Nc1ccc3c(c1)OCCO3)C2=O (stereo not drawn)
→ ·, ·, -4
(21) CC1=Nc2ccccc2N=C(NC(=O)CSc2nnnn2-c2ccccc2)C1c1ccccc1 (stereo not drawn)
→ ·, ·, -4
(22) O=C(Cc1ccccc1)NC1CCN(S(=O)(=O)c2cccc(F)c2)CC1
→ ·, ·, -7
(23) CCCC(c1nnnn1CC(=O)OCC)N(Cc1cc2ccc(C)cc2[nH]c1=O)C1CCCC1 (stereo not drawn)
→ ·, ·, 6
(24) O=c1c2cnn(-c3ccccc3)c2nc(-c2ccco2)n1-c1ccccc1
→ ·, ·, 1
(25) COc1ccc(C(=O)c2sc(NC(C)C)nc2N)cc1OC
→ ·, ·, -12
(26) CCc1cc2cc(C(=O)Nc3ccc(C)cc3)sc2s1
→ ·, ·, -7
(27) COc1cc(Cl)cc(C#N)c1OCC(=O)O
→ ·, ·, -6
(28) Cc1onc(-c2c(Cl)cccc2Cl)c1C(=O)N1CCc2ccccc2C1
→ ·, ·, 2
(29) CCOC(=O)N1CCN(C(=O)Cc2ccc(C)cc2)CC1
→ ·, ·, -8
(30) O=C(Nc1ccc2c(c1)OCCO2)NC1CCCCC1
→ ·, ·, -21
(31) Cc1cccc(N=C2NC(=O)/C(=C3/C(=O)N(C)c4ccccc43)S2)c1C
→ ·, ·, -8
(32) CCCNC(=O)c1ccc2nc(-c3ccccc3)c(-c3ccccc3)nc2c1
→ ·, -1, ·
(33) Cc1cc(C(=O)CSc2nnc(-c3ccco3)o2)c(C)n1Cc1ccco1
→ ·, -7, ·
(34) c1ccc(Nc2nc3ccccc3[nH]2)nc1
→ ·, -3, ·
(35) O=C(N/N=C/c1ccco1)c1cc(-c2ccccc2)n[nH]1
→ ·, -3, ·
(36) O=C(CSc1nnc(-c2ccccn2)n1Cc1ccco1)c1ccc(-c2ccccc2)cc1
→ ·, 7, ·
(37) O=C(c1cc2sccc2n1Cc1ccccc1)N1CCN(c2nc3ccccc3s2)CC1
→ ·, -3, ·
(38) COc1ccccc1N1CCN(CC(=O)Nc2cc(F)ccc2C)CC1
→ ·, -2, ·
(39) COc1ccccc1NC(=O)C(C/C=C(/C)Cl)C(C)=O (stereo not drawn)
→ 11, ·, ·
(40) CS(=O)(=O)N(CC(=O)Nc1cc(Cl)ccc1Cl)c1ccccc1Cl
→ 0, ·, ·
(41) CCCCCOc1ccc(C(=O)C(c2ccccc2)N2CCOCC2)cc1 (stereo not drawn)
→ 24, ·, ·
(42) CCCc1nnc(SCCSc2nnc(CCC)n2N)n1N
→ -8, ·, ·
(43) Cc1ccc(N(CC(=O)NC2CC3CCC2C3)S(C)(=O)=O)cc1C (stereo not drawn)
→ 2, ·, ·
(44) Cc1ccc(-c2cc(C(=O)N/N=C/C=C/c3ccco3)c3ccccc3n2)cc1C
→ -43, ·, ·
(45) O=C(NCc1ccc(Cl)cc1)c1ccc(Cl)cc1[N+](=O)[O-]
→ -8, ·, ·
(46) CCOc1cc(C(=O)N2CCc3cc(OC)c(OC)cc3C2)ccc1OC(F)F
→ 86*, ·, ·
(47) O=c1c2ccccc2nc(-c2ccccc2)n1Cc1ccc(Cl)cc1
→ -10, ·, ·
(48) CC(NC(=O)c1ccccc1)C(=O)NC1=NCCS1 (stereo not drawn)
→ 6, ·, ·
(49) Cc1ccccc1C(=O)Oc1ccc(Br)cc1C(=S)N1CCCC1
→ 28, ·, ·
(50) CCOC(=O)c1c(NC(=S)NC(=O)c2ccc(Cn3cc(Cl)cn3)o2)sc2c1CCCCC2
→ -21, ·, ·

Further results follow:
Values in the order – PAX8 inh HTS, ERp5 block, ARNT-TACC3 inh
(51) Cc1cccc(N2C(=O)CN=C2Nc2nc(C)cc(C)n2)c1
→ 8, ·, ·
(52) COc1ccc(/C=N/NC(=O)c2ccn[nH]2)cc1COc1ccc(Cl)cc1
→ 0, ·, ·
(53) CN(C)c1cccc(C(=O)OCc2cc(=O)oc3cc(O)ccc23)c1
→ -14, ·, ·
(54) CCOC(=O)C(NC(C)=O)(NS(=O)(=O)c1ccccc1)C(F)(F)F (stereo not drawn)
→ -4, ·, ·
(55) Cc1ccc(S(=O)(=O)N2CCN(C(=O)CSc3nnc(C)c(=O)[nH]3)CC2)cc1
→ -6, ·, ·
(56) CCN(CC)c1ccc(/C=N/NC(=S)NCc2ccccc2)cc1
→ 6, ·, ·
(57) Cc1cc(NC(=O)COC(=O)CCCOc2ccc(Cl)cc2C)no1
→ 11, ·, ·
(58) O=C(O)COc1ccc(=O)n(-c2ccccc2)n1
→ 2, ·, ·
(59) CCOC(=O)c1c(C)n(C)c2ccc(OCC(O)Cn3nc(C)cc3C)cc12 (stereo not drawn)
→ 2, ·, ·
(60) CNC(=O)CSc1nnnn1-c1cc(C)ccc1C
→ 12, ·, ·
(61) COc1cc2c(cc1OC)CN(C(=O)Cc1ccc(OC)c(S(=O)(=O)N3CCOCC3)c1)CC2
→ -3, ·, ·
(62) CN(C(=O)COC(=O)c1c[nH]c(=O)[nH]c1=O)C1CCCCC1
→ 6, ·, ·
(63) CC(C)OC(=O)CCNc1n[nH]c(=O)[nH]c1=O
→ 13, ·, ·
(64) COc1cccc(NC(=O)C2CCCN2C(=O)Nc2cccc(F)c2)c1 (stereo not drawn)
→ 24, ·, ·
(65) CN1CCN(C(=S)c2ccc(Cl)cc2)CC1
→ -15, ·, ·
(66) c1ccc(C2Nc3ccccc3-c3nc4ccccc4n32)nc1 (stereo not drawn)
→ -52, ·, ·
(67) c1ccc(Cn2ccnc2-c2ccco2)cc1
→ -83, ·, ·
(68) COCc1[nH][nH]c(=O)c1C=Nc1ccccc1
→ 9, ·, ·
(69) CCCN1CC=C2C(C#N)=C(N)C(C#N)(C#N)C(c3cc(OC)ccc3OC)C2C1 (stereo not drawn)
→ -18, ·, ·
(70) CCCSc1nc(SCC(=O)NCc2ccccc2)c2c3c(sc2n1)COC(C)(CC)C3 (stereo not drawn)
→ -9, ·, ·
(71) CCOc1ccc(-n2c(N)c(C(=O)NCc3ccco3)sc2=S)cc1
→ 6, ·, ·
(72) COc1ccc2ccc(Oc3ncccn3)cc2c1
→ -34, ·, ·
(73) CCOC(=O)Cc1csc(NC(=O)COc2ccc3ccccc3c2)n1
→ -4, ·, ·
(74) CCOC(=O)c1c(NC(=O)COC(=O)Cn2cnc3ccccc32)sc(C)c1C
→ -8, ·, ·
(75) COc1cc(C2C(C#N)=C(N)Oc3cc(C)n(CCc4ccccc4)c(=O)c32)cc2c1OCO2 (stereo not drawn)
→ 1, ·, ·
(76) Cc1nn(C)c(C)c1S(=O)(=O)N1CCCC(C(=O)N2CCN(c3ccc(Cl)cc3)CC2)C1 (stereo not drawn)
→ 25, ·, ·
(77) Cc1ccc(C(=O)N/N=C\c2cccn2C)cn1
→ -8, ·, ·
(78) COC(=O)c1ccccc1NC(=O)C(C)Oc1ccccc1 (stereo not drawn)
→ -7, ·, ·
(79) CCCCNC(=O)Nc1ccon1
→ -5, ·, ·
(80) CCC(CC)c1nnc(NC(=O)CCCN2C(=O)c3ccccc3C2=O)s1
→ 17, ·, ·
(81) Cc1noc(C)c1COC(=O)CCCc1c[nH]c2ccccc12
→ 8, ·, ·
(82) CCOC(=O)N1CCN(CCC(=O)Nc2ccccc2OC)CC1
→ 8, ·, ·
(83) Cc1sc2ncnc(NCCN3CCOCC3)c2c1C
→ -3, ·, ·
(84) COC(=O)c1ccccc1NC(=O)c1c(O)c2c([nH]c1=O)CCCC2
→ 6, ·, ·
(85) COc1ccc(/C=C(/C#N)S(=O)(=O)c2ccc(C)cc2)cc1
→ 14, ·, ·
(86) Fc1ccc(-c2n[nH]c(=S)n2CC2CCCO2)cc1 (stereo not drawn)
→ 0, ·, ·
(87) Nc1nc(SCc2ccc(Cl)cc2)[nH]c(=O)c1-c1ccccc1
→ -12, ·, ·
(88) CCNC(=O)NC(=O)COC(=O)c1ccccc1SCC(=O)NC(=O)NCC
→ -13, ·, ·
(89) Cn1c(=O)c2c(ncn2CC(=O)Nc2ccc(Cl)cc2Cl)n(C)c1=O
→ -11, ·, ·
(90) Cc1ccc(SCCC(=O)NCC2CCCO2)cc1 (stereo not drawn)
→ -21, ·, ·
(91) CC1CCCC(C)N1C(=O)CSc1nnc(C2CCCCC2)o1 (stereo not drawn)
→ -22, ·, ·
(92) CC1(C)Cc2ccccc2-c2nnc(-c3ccccc3)n21
→ -4, ·, ·
(93) O=C(NCc1ccc(F)cc1)C(c1cccs1)N(C(=O)c1csnn1)C1CC1 (stereo not drawn)
→ 1, ·, ·
(94) Cc1nn(-c2ccccc2)c(Cl)c1C(=O)Nc1ccccc1
→ -84, ·, ·
(95) CNC(=O)NC(=O)CSc1nnc(-c2ccco2)n1Cc1ccccc1
→ -1, ·, ·
(96) Cn1c(SCC(=O)OCC(=O)c2ccccc2)nnc1-c1cccs1
→ 15, ·, ·
(97) CC1CCN(c2ccc(C(=O)O)cc2)CC1
→ 12, ·, ·
(98) CCN1C(=O)/C(=C2/C=CC=CN2C)OC1=S
→ -6, ·, ·
(99) CNC(=S)NNC(=O)c1sccc1OCc1ccccc1
→ 11, ·, ·

Screens deposited in PubChem by Broad Institute.

An excerpt; the hit share may differ from the screen's.
